ALOX12 inh: Primary qHTS assay for inhibitors of human arachidonate 12S-lipoxygenase (ALOX12): Round 2; purified 12hLO, xylenol orange hydroperoxide absorbance; Polyunsaturated fatty acid lipoxygenase ALOX12 (Homo sapiens), P18054; hit rate 1.1% among 580,000; Potency, µM (top dose mostly 108 µM), for the others: at the highest dose activity change, negative = inhibition, actives largely listed as inhibitors; active = well fitted inhibition curve with a large enough effect; inconclusive = small, poorly fitted or top-dose-only effect, or another doubt; inactive = no such curve, though single readings can be large or run the other way
Target sequence (P18054 whole entry, looked up): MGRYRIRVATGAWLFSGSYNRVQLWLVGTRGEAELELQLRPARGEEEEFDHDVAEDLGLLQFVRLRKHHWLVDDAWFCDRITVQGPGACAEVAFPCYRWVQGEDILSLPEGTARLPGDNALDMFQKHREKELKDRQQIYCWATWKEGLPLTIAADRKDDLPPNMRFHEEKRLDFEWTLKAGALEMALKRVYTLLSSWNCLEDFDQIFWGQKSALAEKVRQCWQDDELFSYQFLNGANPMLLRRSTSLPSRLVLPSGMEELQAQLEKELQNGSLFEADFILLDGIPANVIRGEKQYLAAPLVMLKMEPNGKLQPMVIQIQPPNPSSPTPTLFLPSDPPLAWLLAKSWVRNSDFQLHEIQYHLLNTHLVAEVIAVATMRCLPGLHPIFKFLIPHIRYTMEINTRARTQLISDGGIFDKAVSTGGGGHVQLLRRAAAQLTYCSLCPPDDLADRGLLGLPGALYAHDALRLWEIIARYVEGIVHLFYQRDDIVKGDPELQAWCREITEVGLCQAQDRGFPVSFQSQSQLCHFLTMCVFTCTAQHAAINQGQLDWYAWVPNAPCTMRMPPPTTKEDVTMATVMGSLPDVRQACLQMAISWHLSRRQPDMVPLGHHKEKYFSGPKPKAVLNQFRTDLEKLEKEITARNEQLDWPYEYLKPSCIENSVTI
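Purified human 12hLO at 150 nM in 25 mM Hepes, 0.01% Triton X-100, pH 7.0, preincubated 15 min at room temperature with compound. Reaction started with 40 uM arachidonic acid, 30 min at room temperature. Hydroperoxide measured by Fe-xylenol orange, 573/405 nm absorbance ratio.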
An asterisk follows results filed as active; ? = inconclusive; [ ] = dose if it differs, or a comment. % is scaled to controls: 0 for no effect and ±100 for the full control effect; potency is read from the fitted curve at half-maximal effect.

smiles,ALOX12 inh
CCN1CCCN(C(=O)c2ccco2)CC12CCOCC2,104%[activator]
Cc1cc(O)cc2oc(C(F)(F)F)c(-c3cnn(-c4ccccc4)c3)c(=O)c12,?
CC1(C)CN=C(SCc2ccc(C#N)cc2)NC1,?
CC(C)CCNC(=O)C1CCN(C(=O)N2CC3CC(C2)[C@H]2CCCC(=O)N2C3)CC1 (some centres not stated),24%
COc1ccc(S(=O)(=O)NC(c2ccc(F)cc2)c2cccs2)cc1NC(C)=O (configuration not stated),29%
CC(C)C(NC(=O)c1c(F)cccc1F)C(=O)NCc1cnn(-c2ccccc2)c1 (configuration not stated),-41%
CN(C)c1ccc(C(=O)N[C@H]2CO[C@H]3[C@@H]2OC[C@@H]3n2nnnc2Oc2cccc(N(C)C)c2)cc1,0%
O=C1NC2(CCN([S+](=O)([O-])c3cccc(C(F)(F)F)c3)C2)Oc2ccccc21 (configuration not stated),-7%
O=C(NCc1cccnc1)C1CCC(=O)N1C1CCNCC1 (configuration not stated),?
O=C(OCc1nc2ccccc2o1)c1cc(F)cc(F)c1,23%
CNc1c(NC(=O)c2cc(Br)ccc2OC)c(=O)oc2ccccc12,7%
Cc1ccc(C)c(CN2C(=O)NC3(CCN(C(=O)c4cnccn4)CC3)C2=O)c1,15%
O=C(O)c1cc(-c2ccc3ccccc3n2)nc2ccc3ccccc3c12,3%
CCOC(=O)c1cccc(NC(=O)N2CC[C@@H](CC(=O)O)[C@@H](CC)C2)c1,?
CCC(=O)Nc1nc2c(C)cc(NC(=O)Nc3ccccc3OC)cc2s1,-27%
CCOc1ccc(NC(=O)CSc2nc3c(c(=O)[nH]2)CN(Cc2ccc(Cl)cc2)CC3)cc1,-22%
CC1CN(C)C(C)CC1O (configuration not stated),27%
Cc1cc2nc(C(F)(F)F)c(=O)n(C(C)C(=O)NCc3ccccc3)c2cc1C (configuration not stated),-13%
CC(C)NC(=O)C1Cn2cccc2C(=O)N1C (configuration not stated),5%
COc1ccc(OCC(=O)Nc2cc(-c3nc4ccc(C)cc4o3)ccc2C)cc1,-17%
COc1cccc(CNC(=O)[C@@H]2C[C@@H](O)CN2C2CCN(C(=O)Cc3cccc(OC)c3)CC2)c1,25%
O=C(C1=Cc2sc3c(c2CS1)CCCC3)N1CCC2(CC1)OCCO2,35µM*
O=C1CO[C@H]2CCN(Cc3c[nH]c4ccccc34)CC[C@@H]2N1Cc1ccccc1,?
COc1ccc(Cn2c(=O)c3sccc3n(CC(=O)NCc3ccccc3)c2=O)cc1,22%
Cc1cc(C)n(CC(=O)N2CCCCCCNC(=O)[C@@H]3CCCC[C@@H]32)n1,42%[activator]
CC(Sc1ccc(C(F)(F)F)cn1)C(=O)NC(c1ccccc1)c1ccccc1 (configuration not stated),-20%
O=C(NC1CCCC(C(F)(F)F)C1)c1cnc2ccccn2c1=O (configuration not stated),-51%
CSc1cnn(CCC#N)c(=O)n1,-2%
CC(C)Cn1cnc2c1c(O)nc(=O)n2Cc1ccccc1,-25%
CC(=O)c1cnc(Nc2nc(C)c3cc(C)ccc3n2)nc1C,-6%

Laid out differently: entries from further up.
O=C(OCc1nc2ccccc2o1)c1cc(F)cc(F)c1
  ALOX12 inh: 23%
CNc1c(NC(=O)c2cc(Br)ccc2OC)c(=O)oc2ccccc12
  ALOX12 inh: 7%

Carrying on:
smiles,ALOX12 inh
O=C(OCc1cc([N+](=O)[O-])cc2c1OCOC2)C12CC3CC(CC(Br)(C3)C1)C2,?
COC(=O)COc1ccc(C(=O)N[C@@H]2CN(C(=O)NC(C)C)CCC[C@H]2O)cc1,30%[176 µM]
COCC(=O)N(C1CCOCC1)C1CCN(S(=O)(=O)c2cccc(F)c2)CC1,14%
O=C1CCN(C(=O)c2cccc3[nH]ccc23)CCCCCCN1,24%
COC(=O)c1c(-c2ccc(OC)cc2)c2c(c3c4cc(OC)ccc4n(S(=O)(=O)c4ccc(C)cc4)c13)C(=O)N(C)C2,-19%
Cc1n[nH]c(C)c1S(=O)(=O)Nc1ncn(Cc2c(F)cccc2Cl)n1,2%
CCCCn1nnnc1C(c1cc2ccccc2o1)N1CCN(CC(=O)N2CCCC2)CC1 (configuration not stated),4%
c1ccc(-c2ccnc3nc(CCC4CCCC4)nn23)nc1,28%
O=C(NCCN1CCOCC1)c1ccc2nc(-c3ccccc3)cn2c1,64%[activator]
COc1ccc(-c2noc(-c3cccn3CC(=O)Nc3ccc(F)cc3)n2)cc1F,9%
COc1ccc(CN2C[C@@H]3[C@H](C2)N(CC(C)C)C(=O)C(C)(C)[S+]3(=O)[O-])cc1O,4%[176 µM]
CCOc1ccccc1CN1CCCN(S(C)(=O)=O)C(c2ccccc2)CC(=O)NCC1 (configuration not stated),-1%
O=S1(=O)N=C(SCc2ccccc2)N(Cc2ccccc2)c2ccccc21,-18%
COC(=O)Cc1nnn2c1[C@H](C)[C@H](c1cccc(OC)c1OC)OCC2,0%
O=C(NCCC1CCN(C(=O)Nc2cc(F)ccc2F)CC1)c1cccc(F)c1,21%
COc1ccc(S(=O)(=O)NCCc2ccccc2)cc1-c1nc(C(C)C)no1,-2%
COc1ccc(Cl)cc1C(=O)N1CC2CC(C1)[C@H]1CCCC(=O)N1C2 (some centres not stated),0%
COC(=O)c1ccc2nc(-c3ccc(C)cc3)c(Cc3ccc(C)cc3)n2c1,-95%
Cn1c(C(=O)Nc2ccc3c(c2)OCO3)cc2c1CCN(Cc1cccc(F)c1)C2,6%
CCNC(=O)N1Cc2[nH]cnc2C[C@H]1C(=O)NCc1ccccc1,53%[176 µM]
Cc1ccc(C(O)c2cc3c(cc2NC(=O)c2ccc(F)cc2)OCCO3)cc1 (configuration not stated),-2%
Cc1noc(C2CC3(CCN(C(=O)c4cnccn4)CC3)CN2C)n1 (configuration not stated),10%
CCC(=O)N1CCc2c(C(=O)NCc3cccnc3)cccc21,28%
Cc1cc2c(c(=O)n(-c3ccc(F)cc3)c(=O)n2CC(=O)Nc2cc(F)ccc2F)n1C,?
CCCNC(=O)CS(=O)Cc1cccc2ccccc12 (configuration not stated),-29%
CNc1nc(-c2c(C(=O)OC)c(C)n(C3CC3)c2C)cs1,?
Cc1ccc(COc2cccc(C3C4=C(CCCC4=O)OC4=C3C(=O)CCC4)c2)cc1,1%
Cc1ccc(Cn2c(C3CCN(C(=O)c4cccc(F)c4)CC3)n[nH]c2=O)cc1,45µM*
CCN1c2cc(C(=O)NCc3ccc(F)cc3Cl)ccc2C(=O)N2CCCCCC21 (configuration not stated),1%
Cc1ccc2c(c1)nc1n2[C@@H](CNC(=O)c2ccccn2)COC1,11%[176 µM]

Random excerpt: seven records from the list
smiles,ALOX12 inh
CC(C)C(NC(=O)c1c(F)cccc1F)C(=O)NCc1cnn(-c2ccccc2)c1 (configuration not stated),-41%
Cc1ccc(C)c(CN2C(=O)NC3(CCN(C(=O)c4cnccn4)CC3)C2=O)c1,15%
Cc1noc(C2CC3(CCN(C(=O)c4cnccn4)CC3)CN2C)n1 (configuration not stated),10%
O=C(OCc1cc([N+](=O)[O-])cc2c1OCOC2)C12CC3CC(CC(Br)(C3)C1)C2,?
Cc1ccc(COc2cccc(C3C4=C(CCCC4=O)OC4=C3C(=O)CCC4)c2)cc1,1%
CCN1c2cc(C(=O)NCc3ccc(F)cc3Cl)ccc2C(=O)N2CCCCCC21 (configuration not stated),1%
CCOc1ccc(NC(=O)CSc2nc3c(c(=O)[nH]2)CN(Cc2ccc(Cl)cc2)CC3)cc1,-22%

Other structures:
structure	ALOX12 inh
CN1C(=O)CCC2(CNC(=O)NCCc3ccccc3)CCCC=C12 (configuration not stated)	15%
O=C(OC(C(=O)c1ccccc1)c1ccccc1)c1ccco1 (configuration not stated)	-16%
COC(=O)c1ccc2nc(-c3ccc(Cl)cc3)c(Cc3ccccc3)n2c1	13%
O=C(c1ccc(F)c(F)c1)N1CCOc2ccc(CN3CCN(CCO)CC3)cc2C1	5%
O=[S+]([O-])(NC1CCN(c2nc3ncccc3o2)CC1)c1cccs1	8%
CNC(=O)c1cc2cc(N(C)S(=O)(=O)c3ccc(Cl)cc3)ccc2s1	-1%
CCCCn1c(=O)n(CC(=O)NCC(F)(F)F)c(=O)c2c1ncn2Cc1ccco1	-39%
Cc1cnc(CC2CCCN(C(=O)c3ccncc3)C2)n1CC1CC1 (configuration not stated)	19%
CCC1c2nccn2CCCN1C(=O)CCn1nc(C)cc1C (configuration not stated)	50%[activator]
CC(=O)c1c2c(cc3ccc(Cl)cc13)CCC2	0%
O=C1CC(c2ccccc2)N(Cc2ccncc2)CCCN(C(=O)CN2CCCCCC2)CCN1 (configuration not stated)	-1%
N#Cc1cccc(NC(=O)NCCNc2ncccc2C(F)(F)F)c1	0%
CCCCn1c(=O)[nH]c(=O)c2c1nc(COC(=O)C=C(C)C)n2CC	29%
O=C1C2=C(Nc3ccccc3SC2c2ccc(O)cc2)c2ccccc21 (configuration not stated)	?
Cn1c(=O)c2c(nc(NC(CO)CO)n2Cc2ccc(Br)cc2)n(C)c1=O	6%
COc1ccc(C(=O)N2CCCC(n3cc(-c4nc(C(C)C)no4)nn3)C2)cc1F (configuration not stated)	28%
CC(C)(C)c1cc(N)c(O)c(Cl)c1	18µM*
Cc1c(CC(=O)NCCc2ccccc2)c(=O)oc2cc(O)ccc12	-5%
COCc1noc([C@@H]2CC(F)(F)CN2C(=O)Cc2c(C)noc2C)n1	39%[activator]
CNC(=O)Cn1nc(C(=O)N2CCCC(CO)(CC3CC3)C2)cc1C (configuration not stated)	33%[activator]
Cc1ccc(C(=O)Nc2ccc3c(N4CCOCC4)ncnc3c2)cc1	-10%
CNC(=O)[C@@H]1C[C@H](n2cc(CNC(=O)Nc3cccc(Cl)c3C)nn2)CN1	4%
COCCc1noc(-c2nc(-c3ccccc3F)no2)n1	29%
Cc1cc(C)c2cc(C(=O)NCCN(C(C)C)C(C)C)[nH]c2c1	-39%
Cc1cc(CN2CCC(c3nnc(CN4CCCC4)n3C3CC3)CC2)on1	4%

The last 2 records of the section before open the next one:
structure	ALOX12 inh
Cc1cc(C)c2cc(C(=O)NCCN(C(C)C)C(C)C)[nH]c2c1	-39%
Cc1cc(CN2CCC(c3nnc(CN4CCCC4)n3C3CC3)CC2)on1	4%
CN(CC1CCOC1)S(=O)(=O)Cc1ccccc1F (configuration not stated)	23%
CCCS(=O)(=O)N1CCc2ccc(NC(=O)NC)cc21	-9%
O=C(Cn1ccn2nc(-c3ccc(F)cc3)c(CO)c2c1=O)Nc1ccc(F)c(Cl)c1	9%
Cc1cccc(C(=O)N2CCC(c3noc(COc4cccnc4)n3)CC2)c1	14%
CCN(CC)CCNC(=O)C12CCCC=C1N(c1ccccc1)C(=O)CC2 (configuration not stated)	209%[activator]
O=C(CCc1ccsc1)N(Cc1ccccn1)C1CC1	0%
O=C(NC1CCN(c2cnn(CC3CC3)c(=O)c2)CC1)c1ccc2c(c1)OCO2	34%
O=C(Cc1cccc2cccnc12)NCCc1ccccn1	?
CC[C@H]1CN(C(=O)c2ccnc(Cl)c2)CC[C@H]1CC(=O)NCCSC	1%[176 µM]
Cc1[nH]ncc1C(=O)N1CCOC(Cc2ccc(F)cc2)C1 (configuration not stated)	2%
COc1ccc(NC(=O)N2C[C@@H](Oc3cccnc3)C[C@@H]2C(=O)N2CCOCC2)cc1	12%
CCCNC(=O)N(C1CCOCC1)C1CCN(C(=O)c2ccc(F)cc2)CC1	33%[activator]
CC(C)C[C@H]1CN(CCCC[C@@H]2CNC(=O)C(=O)N2Cc2ccccc2)C(=O)C(=O)N1Cc1ccccc1	-29%
Cc1cc(=O)n(CC(=O)Nc2cccc(C(C)C)c2)c(N2CCOCC2)n1	26%
Nc1nc2c(ncn2[C@@H]2O[C@H](C(=O)NCC(c3ccccc3)c3ccccc3)[C@@H](O)[C@H]2O)c(=O)[nH]1	-3%
COCCNC(=O)C(NC(=O)c1ccccc1Cl)C1CCN(C(=O)c2ccccc2)CC1 (configuration not stated)	31%[activator]
CN(Cc1ccc(-c2ccccc2)cc1)C(=O)Cc1ccc(F)cc1	-22%[176 µM]
Cc1noc(C)c1-c1cc2c(cc(-c3ccccc3)n2C)c(N(C)C)n1	0%[176 µM]
CC(Oc1cccc(Cl)c1)C(=O)NCCc1ccccn1 (configuration not stated)	1%
CCCCc1c(Cc2cccc(F)c2)ncn1CCc1ccccc1OC	?
O=C(N[C@H]1CCN2C(=O)c3cc(-c4cccs4)ccc3NC(=O)[C@H]12)C1CCCC1	-2%[176 µM]
CCc1cc(C(=O)Nc2ccccc2C#N)cs1	0%
Nc1nccnc1C(=O)NCc1ccc(-c2ccc(F)cc2)o1	?
Cc1cn2nc(C(=O)NCc3ccc(F)cc3)cc2c(=O)[nH]1	13%
CC1(C)CC(=O)c2c(nc3cc(Cl)ccc3c2N)C1	42%[activator]
CNC(=O)[C@@H](c1ccc(OC)cc1)N1CCC[C@H]1C(=O)NCC1CCCCC1	9%[176 µM]
Cc1ccc(C(=O)N(Cc2ccccn2)C2CC2)s1	-16%
CN1CCN(C(=O)[C@@H]2CCC[C@@H](NC(=O)c3ccc4c(c3)OCO4)CN(C)C(=O)C2)CC1	5%
COc1cc(/C=C2\Oc3cc(OS(C)(=O)=O)ccc3C2=O)cc(OC)c1OC	17%
CC(=O)N1CCN(c2nc(-c3c(C)noc3C)cc3cc(CN(C)C)oc23)CC1	4%[176 µM]

Some values from the list:
Value of COc1cc(/C=C2\Oc3cc(OS(C)(=O)=O)ccc3C2=O)cc(OC)c1OC in ALOX12 inh: 17%
Value of CN1CCN(C(=O)[C@@H]2CCC[C@@H](NC(=O)c3ccc4c(c3)OCO4)CN(C)C(=O)C2)CC1 in ALOX12 inh: 5%

Assay outcomes deposited in PubChem BioAssay by National Center for Advancing Translational Sciences (NCATS).

A portion of the library. The share of hits here may be higher or lower than overall.
